# Screening results deposited in PubChem by several laboratories.
# MEX-5 binding – C. elegans MEX-5 TCR-2 RNA binding activity; Q9XUB2; MEX-5/FITC-TCR2 RNA binding, fluorescence polarization; hits give low values; activity score (negative = inhibition of binding), % at 10 µM; 0.38% of 300,000 active;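 active = inhibition past about -25% in most replicates, and total fluorescence under double the plate's negative control median, limit read from the data; inconclusive = replicates evenly split on the limit, or fluorescence at least double controls; inactive = too little inhibition in most replicates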;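 also: 0% = DMSO and -100% = 5 µM competing unlabeled TCR2 RNA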
# VLA-4 inh – inhibition in a human VLA-4 binding assay | 0.2% of 330,000 active | VLA-4 expressing cells, ligand binding flow cytometry | P13612 | AID 2557 | inhibition, % (about 7 µM as worked out from the volumes in the protocol); in the data active = inhibition above about 50%
# Target sequence (P13612 whole entry, looked up): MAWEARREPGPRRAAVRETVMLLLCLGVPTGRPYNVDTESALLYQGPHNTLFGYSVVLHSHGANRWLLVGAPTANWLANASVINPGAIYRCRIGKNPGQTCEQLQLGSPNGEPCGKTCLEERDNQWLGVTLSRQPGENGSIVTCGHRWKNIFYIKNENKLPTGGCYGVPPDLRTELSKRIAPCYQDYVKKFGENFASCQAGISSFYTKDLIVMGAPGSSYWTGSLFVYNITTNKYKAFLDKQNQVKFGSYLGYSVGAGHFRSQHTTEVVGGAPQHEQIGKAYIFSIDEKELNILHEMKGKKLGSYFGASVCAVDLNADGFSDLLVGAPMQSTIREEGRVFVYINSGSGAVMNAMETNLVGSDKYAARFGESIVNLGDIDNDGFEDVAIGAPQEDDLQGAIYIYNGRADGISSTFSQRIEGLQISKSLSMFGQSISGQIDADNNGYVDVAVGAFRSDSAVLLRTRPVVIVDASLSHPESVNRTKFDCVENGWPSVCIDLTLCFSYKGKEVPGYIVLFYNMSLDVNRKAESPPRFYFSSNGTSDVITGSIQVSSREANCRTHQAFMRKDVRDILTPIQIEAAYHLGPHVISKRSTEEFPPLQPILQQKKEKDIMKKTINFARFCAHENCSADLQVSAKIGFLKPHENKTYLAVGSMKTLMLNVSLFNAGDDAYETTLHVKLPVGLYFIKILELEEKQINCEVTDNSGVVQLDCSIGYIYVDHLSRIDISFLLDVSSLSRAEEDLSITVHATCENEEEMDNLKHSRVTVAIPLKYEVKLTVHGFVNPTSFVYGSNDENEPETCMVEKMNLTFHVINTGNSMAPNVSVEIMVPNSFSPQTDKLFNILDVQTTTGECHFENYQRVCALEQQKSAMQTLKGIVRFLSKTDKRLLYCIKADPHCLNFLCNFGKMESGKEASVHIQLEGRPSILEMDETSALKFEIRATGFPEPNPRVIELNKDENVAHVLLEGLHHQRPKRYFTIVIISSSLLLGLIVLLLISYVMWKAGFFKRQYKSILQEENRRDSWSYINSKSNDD
# MCL1 BIM primary – MCL1-BIM-BH3 interaction inhibition (human); inhibition, % at 10.9 µM; 0.68% of 320,000 active; AID 2057; GST-MCL1 / FITC-Bim-BH3 fluorescence polarization;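 active = inhibition above the mean inhibition of all tested compounds plus 3 SD, set per campaign, cut at about 40% in these data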;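 also: 0% = DMSO wells and 100% = unlabeled Bim-BH3 peptide control; higher means more loss of mP so more displacement of Bim peptide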
# GRK2 aptamer HTS – inhibitors of human GRK2 displacing RNA aptamer; P25098; bead flow cytometry, FAM-aptamer displacement from GRK2; inhibition of aptamer binding, % at 10 µM; 0.59% of 330,000 active;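 active = inhibition of aptamer binding above 40%, roughly 3 SD of noise, on plates passing a quality check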;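 also: median bead fluorescence of bound FAM aptamer so fluorescent compounds give negative values; no value below 0 was filed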
# AGP1-GFP MLPCN – yeast TOR pathway AGP1-GFP modulation. S. cerevisiae AGP1-GFP multiplex flow cytometry, 3 h; GFP as percent of DMSO wells. GFP response vs DMSO, % at 10 µM. 0.02% of 320,000 active. AID 2066;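 active = GFP response relative to DMSO above a set limit, near screen average plus 3 SD, cut at about 150% in these data; inconclusive = fewer than 70 cells counted for the yeast strain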;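 also: median GFP channel fluorescence of the gated AGP1 strain per well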
# BCLXL inh – blocks human Bcl-xL binding to Bim BH3 peptide; Q07817; GST-Bcl-xL / FITC-Bim BH3 peptide fluorescence polarization; inhibition, % at 10.9 µM; 0.7% of 320,000 active; AID 2129;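 active = inhibition above the mean of all tested compounds plus 3 SD, cutoff set per campaign, cut at about 30% in these data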;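 also: 0% = DMSO wells and 100% = unlabeled Bim-BH3 peptide competitor; inhibitors lower millipolarization by displacing the labeled peptide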
# GLD-1 RNA inh – GLD-1-TGE RNA interaction inhibition (C. elegans); 0.44% of 320,000 active; Q17339; inhibition, % at 5.96 µM; AID 2280; purified GLD-1 + fluorescein TGE RNA, fluorescence polarization;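 active = percent inhibition above a per-plate cutoff, the plate mean of test compounds plus 3 SD, cut at about 30% in these data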;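 also: 0% = DMSO wells with GLD-1 and probe and 100% = wells lacking GLD-1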
# CIT2-GFP yeast – alters CIT2-GFP fluorescence in TOR pathway yeast screen; 0.065% of 320,000 active; GFP response vs DMSO, % at 10 µM; S. cerevisiae CIT2-GFP strain, flow cytometry, 3 h; 100 means same as DMSO wells; AID 2029;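 active = GFP response relative to DMSO above a set limit, near the screen mean plus 3 SD, cut at about 150% in these data; inconclusive = Fewer than 70 cells measured for a yeast strain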;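 also: ratio of well median GFP fluorescence to mean of DMSO wells on the plate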
# CR mimetic SO – caloric restriction mimetics inhibiting age-related superoxide in yeast | superoxide response (% of plate mean), % at 10 µM | AID 2690 | 0.18% of 330,000 active | S. cerevisiae aged cells, superoxide DHE fluorescence; hits give low values;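 active = superoxide response under a set limit, about three screen SD below normal, cut at about 65% in these data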;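 also: yeast aged for seven days with compound at 30 °C before DHE staining; 100% = average MFI of all compound-treated wells on the plate with controls excluded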
# * = called active by the depositor; ? = inconclusive; nt = not tested or not shown.
SMILES,MEX-5 binding,VLA-4 inh,MCL1 BIM primary,GRK2 aptamer HTS,AGP1-GFP MLPCN,BCLXL inh,GLD-1 RNA inh,CIT2-GFP yeast,CR mimetic SO
O=C(CS(=O)(=O)Cc1ccccc1)Nc1nnc(C2CCCCC2)s1,0.5,-2,2,2,102,1,1,98,101
O=C(COc1ccccc1)NCc1ccccc1,2.4,4,3,0,101,3,1,98,93
COCc1cc(=O)[nH]c2cc(NC(=O)C(F)(F)F)c(C)cc12,-1.1,1,0,3,108,11,-5,104,93
O=C(c1ccccn1)N1CCCC(N2CCN(c3ccccc3)CC2)C1 (centres undefined),0.4,5,4,1,107,5,-1,98,84
CC(C)CCOP(=O)(c1ccc(N(C)C)cc1)C(O)c1ccccn1 (centres undefined),-1.2,7,5,4,98,3,-2,nt,85
NS(=O)(=O)c1cccc(NC(=O)CSc2nc3nc(-c4cccs4)cc(C(F)(F)F)c3c(=O)[nH]2)c1,-1.9,-3,10,0,105,12,6,81,115
COc1ccc(Br)cc1/C=N/n1c(C)nnc1C,1.3,1,7,0,110,3,-3,115,113
O=C(Cc1c(F)cccc1Cl)NNC(=O)c1ccc(Br)s1,nt,-17,nt,2,100,nt,0,102,110
O=c1cc(CN2CCN(S(=O)(=O)c3ccc4ccccc4c3)CC2)nc2sccn12,-1.4,1,13,0,106,19,7,113,89
CN(C(=O)/C=C/c1ccccc1)C1CCCCC1,-0.8,6,2,1,103,4,-1,97,88
CC1CCCCC12NC(=O)N(CC(=O)N1CCN(S(=O)(=O)Cc3ccccc3)CC1)C2=O (centres undefined),nt,7,-3,0,95,-2,-3,90,109
O=c1c2c3c(sc2ncn1/N=C/c1cccnc1)CCCC3,0.7,-10,-4,0,95,4,-2,97,92
COc1ccc(OCC(O)CNS(=O)(=O)c2cccc(Cl)c2)cc1 (centres undefined),-0.6,-3,0,1,115,-2,4,110,106
COC(=O)[C@@H](NC(=O)Nc1ccc(OC(F)(F)F)cc1)C(C)C,1.4,3,0,1,101,7,2,95,92
COc1ccc(C(=O)N=C2SC3CS(=O)(=O)CC3N2c2ccccc2)cc1OC (centres undefined),-2.2,-6,1,3,106,4,6,110,95
CC1=NN(C(=O)COc2ccc(C)c(C)c2)C(O)(c2ccc(Cl)cc2)C1 (centres undefined),-3.2,23,17,0,103,3,8,97,97
O=C(CSc1nnc(C2COc3ccccc3O2)o1)N1CCCC1 (centres undefined),-0.2,3,1,3,158*,4,0,146,106
Cc1[nH]c(=O)c(C#N)c(C)c1CCC(=O)NCc1cccc(C(F)(F)F)c1,0.3,7,-20,4,97,-4,-10,103,102
O=C(Nc1cccc(F)c1)c1ccc(S(=O)(=O)NCC2CCCO2)cc1 (centres undefined),-3.1,11,-1,0,95,7,5,95,101
CCOC(=O)c1nnn(-c2nonc2N)c1COc1ccc(F)cc1,-0.6,3,11,0,95,-5,7,nt,112
S=c1[nH]nc(-c2ccncc2)n1/N=C/c1ccccc1Cl,-0.3,4,-16,2,99,-18,-2,92,118
CCc1cc(=O)[nH]c(SCC(=O)Nc2ccc3c(c2)OCCO3)n1,-1.8,-12,1,0,111,4,18,104,99
Cc1ccsc1/C=N/NC(=O)C(N)=O,2.3,15,-2,1,102,6,-4,96,98
COc1cccc(C(=O)N[C@@H](CCSC)c2nc3ccccc3[nH]2)c1,1.0,-7,-3,0,101,9,-2,103,85
O=c1[nH]c(/C=C\c2ccc(O)cc2)nc(O)c1[N+](=O)[O-],-5.2,-6,-2,2,143,10,0,101,116
O=C(NNC(=O)c1ccccc1C(=O)O)c1ccc(O)cc1,0.7,3,4,0,103,3,-3,nt,101
COc1ccc(CC(=O)NCc2nnc(SCC(=O)Nc3nccs3)n2-c2ccccc2)cc1,-1.5,4,-5,2,91,-5,7,88,127
COc1ccccc1N1CC(O)=C(c2nc3ccccc3c(=O)[nH]2)C1=N,-0.6,-17,3,0,98,3,-13,98,110
Cc1cc(C)cc(Oc2ccccc2C=O)c1,-1.7,20,0,0,100,1,4,96,86
Cc1ccc(NC2CCCN(C(=O)c3cccs3)C2)cc1C (centres undefined),-2.2,-10,-4,3,95,3,2,108,102
COc1ccccc1CNC(=O)CS(=O)Cc1nc(-c2ccc(OC)c(OC)c2)oc1C (centres undefined),-3.0,9,1,3,26,5,-1,92,123
Cn1c(SCC(=O)Nc2cccc(Br)c2)nnc1-c1cc2ccccc2o1,-2.7,3,3,0,97,4,-2,104,93
Cc1nc2ccc(NC(=O)c3cccs3)cc2c(=O)n1Cc1ccc(Cl)cc1,1.6,19,0,0,99,2,-1,101,100
CN(C(=O)COC(=O)c1cc(F)c(F)cc1Cl)c1ccccc1,-0.7,-3,2,1,104,4,6,98,106
CCOC(=O)Cn1c(=NC(=O)C2COc3ccccc3O2)sc2cc(S(N)(=O)=O)ccc21 (centres undefined),0.0,5,2,1,106,3,2,101,98
CCc1noc(C)c1C(=O)N(Cc1ccccc1)c1c(N)n(CCOC)c(=O)[nH]c1=O,0.0,-5,-4,4,104,-24,1,91,92
O=C(NCc1cccc(Cl)c1)c1ccc2nc(N3CCOCC3)sc2c1,0.2,23,-4,2,101,2,3,95,101
COC(=O)[C@@H](NC(=O)N1CCN(C(=O)C2COc3ccccc3O2)CC1)C(C)C (some centres undefined),-2.6,16,0,2,?,1,-1,?,102
CCCCNC(=O)N1c2ccccc2CC1C (centres undefined),1.1,9,0,4,108,4,1,104,81
CCCOc1ccccc1NC(=O)/C=C/C(N)=O,0.4,12,17,2,nt,10,2,104,83
O=C(CCS(=O)(=O)c1ccc2c(c1)NC(=O)CS2)NCc1cccs1,-0.2,-1,-5,0,101,7,-1,100,99
CS(=O)(=O)c1ccc(C(=O)Nc2ccc(N3CCCC3)cc2)c(Cl)c1,0.9,6,2,1,97,1,-2,90,91
O=C1CCCC2=C1C(c1ccco1)Nc1ccc(C(=O)c3ccccc3)cc1N2 (centres undefined),0.5,-6,5,4,85,8,4,88,87
Cc1ccc(C(=O)Nc2nc3ccccc3[nH]2)cc1,0.0,3,1,1,99,4,0,96,95
COc1ccc(OCC(=O)Nc2ccc3c(c2)nc(CCN2CCCCC2)n3C)cc1,1.2,4,0,1,104,-1,5,102,102
COc1cc(CO)ccc1OCC(=O)N1CCc2ccccc21,2.8,-12,2,2,101,1,2,98,83
O=C(CSc1ccc(F)cc1)Nc1ccc(N2CCOCC2)c(Cl)c1,-0.2,8,2,1,96,0,2,nt,118
Cc1ccc2c(c1)C(CCN)C(=O)N2Cc1ccccc1 (centres undefined),1.9,3,12,0,101,3,-2,109,94
Cc1cc(NC(=O)COc2coc(CN3CCN(c4ccccc4F)CC3)cc2=O)no1,-3.0,-1,3,0,104,4,7,103,79
Nc1ccc(C(=O)N/N=C/c2ccccc2)cc1,1.5,2,2,0,101,4,2,104,90
COc1ccc(CCNC(=O)COc2ncnc3cc([N+](=O)[O-])ccc23)cc1,-1.2,10,4,0,97,10,2,100,119
CC1=NOC(=O)/C1=C/c1ccc2c(c1)OCO2,?,25,-11,6,82,-2,-3,83,82
Cc1ccccc1OCC(=O)Nc1ccc(Cc2ccncc2)cc1,-1.5,-10,-1,2,93,4,3,96,94
COc1ccc(NC(=O)CCCSc2ccccc2)cc1,1.8,20,-21,0,93,-9,1,102,86
N#Cc1ccc(CSc2nnc(COc3ccccc3)n2-c2ccccc2)cc1,0.1,7,4,0,nt,-3,6,96,102
Cc1cccc(-c2cnn(-c3cccc([N+](=O)[O-])c3)c2N)c1,-0.2,-3,1,0,nt,3,8,93,108
O=C(COC(=O)CN1CCSC1=O)Nc1ccc(F)cc1Cl,nt,10,nt,3,95,nt,-3,89,78
Cn1c(=O)c2c(nc(NCCCO)n2Cc2cccc(Br)c2)n(C)c1=O,0.7,-7,11,0,105,8,9,nt,104
Cc1ccc(Nc2c(-c3ccccc3)nc3cnccn23)cc1,-0.1,16,2,0,111,2,4,95,114
CC1(C)Cc2c(sc3nc(SCC(=O)O)[nH]c(=O)c23)CO1,-0.6,0,5,2,104,4,5,100,81
# Carrying on.
SMILES,MEX-5 binding,VLA-4 inh,MCL1 BIM primary,GRK2 aptamer HTS,AGP1-GFP MLPCN,BCLXL inh,GLD-1 RNA inh,CIT2-GFP yeast,CR mimetic SO
O=C(CCC1CCCCC1)NCCS(=O)(=O)N1CCN(c2ccccc2F)CC1,1.5,3,-2,1,97,-4,-1,94,109
COc1ccc2nc(NC(=O)/C=C/c3ccc4c(c3)OCO4)sc2c1,-0.5,15,17,0,103,5,-1,89,101
Cc1ccc(C)c(S(=O)(=O)NCCOc2nc(NC(C)C)nc(NC(C)C)n2)c1,0.7,5,1,0,101,-5,-4,105,89
Nc1nonc1C(=O)N/N=C/c1ccc(-c2cccc(C(=O)O)c2)o1,-19,10,11,13,96,9,3,90,98
COc1ccc(N2CCN(S(=O)(=O)c3ccc(OC)c(C(=O)N4CCOCC4)c3)CC2)cc1,1.7,13,0,1,106,4,0,99,96
COc1cccc2cc(C(=O)N3CCN(c4ccccn4)CC3)c(=O)oc12,-1.6,1,6,1,104,9,3,100,113
Cc1ccc(SCC(=O)N(C)C2CCS(=O)(=O)C2)c(C)c1 (centres undefined),nt,-1,nt,3,98,nt,-5,104,93
COc1ccc(-c2nnc3n2CCCCC3)cc1OC,-1.1,-4,1,3,106,7,5,99,92
Cc1cccc(C(=O)N2CCCC(N3CCN(c4cccc(Cl)c4)CC3)C2)n1 (centres undefined),0.9,-1,-8,0,110,-1,-1,103,98
Cc1ccc(S(=O)(=O)NCc2nc3ccccc3c(=O)n2N)cc1,2.7,-3,4,1,97,3,6,99,102
Cc1nc2scc(C)n2c(=O)c1S(=O)(=O)Nc1ccc(N2CCOCC2)c(Cl)c1,-4.0,-14,0,6,100,0,3,113,97
Cc1cc2c(cc1C)C(c1cccc([N+](=O)[O-])c1)CC(=O)N2 (centres undefined),-1.0,-2,-9,1,88,-10,-5,91,114
O=C(O)c1ccc(CNCc2c(Cl)cccc2Cl)cc1,0.5,0,-1,0,105,4,-1,105,101
O=C(O)CCCCCNC(=O)c1ccc(Br)cc1,0.2,12,3,0,107,1,-1,99,93
COc1ccc(CNC(=O)CCc2c[nH]c3ccccc23)cc1,-1.0,2,0,0,101,0,2,92,107
CC(=O)c1cnc(Nc2nc(C)c3cc(C)c(C)cc3n2)nc1C,-2.7,-15,-3,3,98,7,-2,96,106
Cc1ccc(CNC(=O)c2ccc(N3CCC4(CC3)CC(c3cccc(Br)c3)=NO4)c(N)c2)cc1,-3.5,5,-4,0,104,3,5,104,113
CCN(CC)CC(O)c1cccn1-c1ccc(CNC(=O)NC(C)C)cc1 (centres undefined),0.3,8,4,2,109,3,-6,114,89
Cc1ccccc1OCC(O)CN1CCCCC1 (centres undefined),-1.5,16,6,0,104,1,3,102,93

# Reprinted at random: two entries already listed
SMILES,MEX-5 binding,VLA-4 inh,MCL1 BIM primary,GRK2 aptamer HTS,AGP1-GFP MLPCN,BCLXL inh,GLD-1 RNA inh,CIT2-GFP yeast,CR mimetic SO
Cc1ccccc1OCC(O)CN1CCCCC1 (centres undefined),-1.5,16,6,0,104,1,3,102,93
O=C(O)CCCCCNC(=O)c1ccc(Br)cc1,0.2,12,3,0,107,1,-1,99,93
